Screens from PubChem.
TDP1 cell CPT = growth inhibition of DT40 Tdp1-/-;hTDP1 cells with camptothecin (screen for TDP1 inhibitors) | chicken DT40 Tdp1-/-;hTDP1 cells + 20 nM CPT, ATP luminescence, 48 h | Potency, µM (top dose mostly 46.2 µM), without a hit: at the top dose activity change, negative = growth inhibition, most hits filed as inhibitors | hit rate 12% among 420,000 | AID 686979; also: nearly all actives have a fitted effect of over 55% in size
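Chicken DT40 Tdp1-/- cells stably complemented with human TDP1 were seeded at 400 cells/well in medium containing 20 nM camptothecin, exposed to pin-transferred compounds, and grown at 37 °C for at least 48 hr. Viability was read as ATP luminescence.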
TDP1 block = inhibitors of human tyrosyl-DNA phosphodiesterase TDP1. Q9NUW8. recombinant TDP1, AlphaScreen DNA substrate cleavage. Potency, µM (top dose mostly 130 µM), for the others: at the highest dose activity change, negative = inhibition, hits mostly inhibitors. hit rate 0.28% among 350,000. AID 485290; also: nearly all actives have a fitted effect of over 40% in size
Target sequence (Q9NUW8 whole entry, looked up): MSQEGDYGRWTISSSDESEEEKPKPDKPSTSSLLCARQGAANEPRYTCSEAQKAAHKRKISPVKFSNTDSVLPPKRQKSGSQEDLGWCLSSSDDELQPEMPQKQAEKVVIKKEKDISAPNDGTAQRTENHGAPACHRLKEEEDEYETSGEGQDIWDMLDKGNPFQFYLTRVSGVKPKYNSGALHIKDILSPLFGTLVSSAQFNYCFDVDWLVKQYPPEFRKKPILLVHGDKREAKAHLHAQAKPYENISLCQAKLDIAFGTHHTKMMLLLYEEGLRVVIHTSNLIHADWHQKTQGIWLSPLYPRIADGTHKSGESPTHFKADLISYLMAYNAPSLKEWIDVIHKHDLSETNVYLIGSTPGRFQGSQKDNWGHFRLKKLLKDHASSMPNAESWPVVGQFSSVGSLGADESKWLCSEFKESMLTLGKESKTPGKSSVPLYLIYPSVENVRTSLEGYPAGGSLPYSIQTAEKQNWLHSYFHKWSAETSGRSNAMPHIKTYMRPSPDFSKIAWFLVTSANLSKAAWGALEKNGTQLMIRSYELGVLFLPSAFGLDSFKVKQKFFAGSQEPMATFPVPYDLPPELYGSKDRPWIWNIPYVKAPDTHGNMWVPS
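AlphaScreen read-out: signal falls as enzyme removes the 3' tyrosine-FITC from a 5'-biotinylated DNA oligo (15 nM, 5 min, RT). Enzyme was E. coli-made recombinant Tdp1 at 1 nM, exposed to compound for 15 min beforehand; beads 10 ug/ml, 10 min.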
TDP1 cell noCPT = qHTS for Inhibitors of human tyrosyl-DNA phosphodiesterase 1 (TDP1): qHTS in cells in absence of CPT. DT40 Tdp1-/- hTDP1 cells, no CPT, ATP luminescence, 48 h. Potency, µM (doses to about 46.2 µM), without a hit: at the top dose activity change, negative = growth inhibition, usual class: inhibitors. hit rate 15% among 420,000. AID 686978, 2013; also: nearly all actives have a fitted effect of over 55% in size
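No-CPT arm: Tdp1-/-;hTDP1 DT40 cells (400/well) plus compounds, incubated ≥48 hr at 37 °C. Readout CellTiter-Glo luminescence.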
* hit, by the source's call; u = inconclusive; x = not tested or not shown; & = joins results of further samples; [ ] = remark or other dose. Calls follow the shape of the dose curve; as a rule, active = well fitted curve in the direction sought with a large enough effect; inconclusive = small, poorly fitted or top-dose-only effect, or another doubt; inactive = no such curve, though single readings can be large; an effect the other way counts as inactive or inconclusive. % is scaled to controls: 0 for no effect and ±100 for the full control effect; potency is read from the fitted curve at half-maximal effect. Rows were taken by chance; any-hit rate near 18%.

Screens in order: TDP1 cell CPT	TDP1 block	TDP1 cell noCPT
Cc1cc2c(cc3c(=O)n(CC(=O)NCCCN4CC(C)CC(C)C4)ncn32)s1 (stereo not given)
 : 5%	3%	10%
Cn1c(SCc2ccccc2C#N)nc2ccccc2c1=O
 : -21%	x	u
COc1ccccc1CNC(=O)N/C=C/c1ccc(Cl)cc1
 : -2%	0%	-10%
Cc1ccc(S(=O)(=O)N2CCC[C@H]2C(=O)OCC(=O)Nc2ccc3c(c2)OCO3)cc1
 : -2%	4%	3%
COc1cccc(NC(=O)CN(C)CC(=O)NC(C)c2ccccc2)c1 (stereo not given)
 : u	0%	-11%
COc1ccc(NC(=O)CSc2nnc(-c3ccccn3)n2N)c(OC)c1
 : -8%	-3%	-3%
COc1ccc(NC(=O)COC(=O)CC23CC4CC(CC(C4)C2)C3)c([N+](=O)[O-])c1
 : u	8%	u
Cc1ccc(-c2nnn(CC(=O)NCC3CC3)n2)o1
 : 8%	-2%	3%
CNS(=O)(=O)c1ccc(OC)c(-c2nnc3c4ccccc4c(C)nn23)c1
 : 1%&-2%	0%&3%	u
Cc1ccc(S(=O)(=O)c2nnn3c2nc(N2CCN(c4ccccn4)CC2)c2ccccc23)cc1
 : -4%	1%	1%
CCOC(=O)c1nc(NCc2ccc(Cl)cc2)c2c(C)noc2n1
 : u	5%	u
COc1cc(/C=C/C(=O)OCC(=O)NCCc2ccc(S(N)(=O)=O)cc2)ccc1OCC#N
 : -3%	-14%	1%
O=c1c(-c2ccccc2)nc2cnc(N3CCOCC3)nc2n1CCc1ccccc1
 : 13%	x	16%
Cn1cc(CNC(=O)C2CCC(=O)N(Cc3ccccc3F)C2)cn1 (stereo not given)
 : -1%	1%	-1%
Cc1cc(C(=O)Nc2ccc(Nc3ccccc3)cc2)ccc1[N+](=O)[O-]
 : 3.3µM*	x	4.6µM*
O=C(CCNS(=O)(=O)/C=C/c1ccccc1)NCCc1c[nH]c2ccccc12
 : -26%	-8%	-26%
CC(O)Cc1nsc(NC(=O)c2ccc(Br)o2)n1 (stereo not given)
 : 4.1µM*	-2%	2.3µM*
COCCNS(=O)(=O)c1cc(-c2nn(C)c(=O)c3ccccc23)ccc1C
 : 4%	-6%	u
O=C(O)CCC(=O)N1CCN(c2ncccn2)CC1
 : -16%	1%	-1%
Nc1ccc(-c2cc(NC=O)c3ncc(-c4cccc(C(F)(F)F)c4)n3c2)cn1
 : 16µM*	x	10µM*

Copied from the list:
TDP1 cell CPT result of CC(O)Cc1nsc(NC(=O)c2ccc(Br)o2)n1 (stereo not given) stands at 4.1µM*
TDP1 cell CPT result of Cc1cc(C(=O)Nc2ccc(Nc3ccccc3)cc2)ccc1[N+](=O)[O-] stands at 3.3µM*
TDP1 cell noCPT result of COc1cc(/C=C/C(=O)OCC(=O)NCCc2ccc(S(N)(=O)=O)cc2)ccc1OCC#N stands at 1%
TDP1 block result of O=C(O)CCC(=O)N1CCN(c2ncccn2)CC1 stands at 1%
TDP1 cell CPT result of Nc1ccc(-c2cc(NC=O)c3ncc(-c4cccc(C(F)(F)F)c4)n3c2)cn1 stands at 16µM*
TDP1 cell CPT result of COCCNS(=O)(=O)c1cc(-c2nn(C)c(=O)c3ccccc23)ccc1C stands at 4%

Later entries
Screens in order: TDP1 cell CPT	TDP1 block	TDP1 cell noCPT
COc1ccc(C2C(C(C)=O)=C(C)Nc3ncnn32)cc1 (stereo not given)
 : 17%	x	1%
CC(C)(C)OC(=O)C[C@@H]1C/C=C\C[C@@H](CC(=O)N(CCO)Cc2ccccc2)C(=O)N[C@H](Cc2c[nH]c3ccccc23)COC1=O
 : -16%	3%	u
CCOc1ccccc1NS(=O)(=O)c1ccc2c(c1)n(C)c(=O)c(=O)n2C
 : -7%	3%	-2%
CCOC(=O)/C=C1\SCC(=O)N1CC(=O)Nc1ccc(OC)c(OC)c1
 : -27%	0%	-13%
Cc1cc(=O)n2c(n1)OC(CO)C2 (stereo not given)
 : -18%	3%	-1%
CC(NCc1ccc2c(c1)n(C)c(=O)n2C)c1ccccc1 (stereo not given)
 : -15%	7%	-1%
CC(C)COC(=O)N(C)C[C@H]1OCc2cnnn2CCCC(=O)N([C@@H](C)CO)C[C@H]1C
 : -6%	x	-5%
O=C(CSCc1ccccc1Cl)NN=C1CCCCCC1
 : -16%	8%	-24%
CC1=CC(c2ccccc2)=NS(=O)(=O)N1
 : -6%	0%[56.1 µM]	-5%
O=C1CC(N2CCC(c3nc4ccccc4[nH]3)CC2)C(=O)N1c1cccc(F)c1 (stereo not given)
 : 0%	3%	-3%

The final two compounds of the part above lead into the next:
Screens in order: TDP1 cell CPT	TDP1 block	TDP1 cell noCPT
CC1=CC(c2ccccc2)=NS(=O)(=O)N1
 : -6%	0%[56.1 µM]	-5%
O=C1CC(N2CCC(c3nc4ccccc4[nH]3)CC2)C(=O)N1c1cccc(F)c1 (stereo not given)
 : 0%	3%	-3%
C=CCn1c(SCC(=O)c2c(N)n(C)c(=O)n(C)c2=O)nc2sc(C)c(C)c2c1=O
 : -16%	-4%	u
CCOC(=O)C1CCN(c2nnc(N3CCCC3=O)s2)CC1
 : 1%	9%	3%
CCOC(=O)C1CCC(CN(Cc2c(Cl)cccc2Cl)S(=O)(=O)c2ccc(F)cc2)CC1 (stereo not given)
 : u	x	u
CCOC(=O)c1c(/N=C/N(C)C)sc(C)c1C
 : 0%	3%	-11%
COCCn1c(=O)[nH]c2cc(C(=O)N3CCN(c4cccc(Cl)c4)CC3)ccc2c1=O
 : 23µM*	12%[0.0935 µM]	9.2µM*
Cn1c(N)c(C(=O)COC(=O)c2cc3ccccc3cc2O)c(=O)n(C)c1=O
 : -6%	0%	-1%
CCCN(CC(=O)Nc1ccccc1C)C(=O)c1ccc2[nH]c3c(c2c1)CC(C)CC3 (stereo not given)
 : 21µM*	5%	21µM*
CN(C)c1ccc(/C=C/c2ccc3cc(F)ccc3n2)cc1
 : u	x	10µM*
CCCCS(=O)(=O)c1nc(-c2ccc(Br)cc2)cc(-c2ccccc2)c1C#N
 : 3.7µM*	-1%[12.3 µM]	2.6µM*
CCCCOCCOC(=O)C1OC1(C)c1ccccc1 (stereo not given)
 : -11%	x	-8%
CCN(Cc1ccccc1)C(=O)Cn1c(=O)cc(C)c2c(C)nn(-c3cccc(F)c3)c21
 : 18µM*	1%	21µM*
O=C(c1ccccc1N(Cc1ccccc1)S(=O)(=O)c1ccccc1)N1CCOCC1
 : -13%	11%[0.0935 µM]	u
C/C(=N/NC(=O)c1ccc2c(c1)OCO2)c1ccc(Br)s1
 : -29%	-3%	-20%
CCCCN1C(=O)C(CC(=O)NCCCN(C)C)CC(C(=O)N(C)C)=C1C (stereo not given)
 : 1%	x	-6%
CCc1ccccc1NC(=O)CSc1nnc([C@@H]2CCCN2C(=O)OC(C)(C)C)o1
 : u	4%	u
CCCNC(=O)c1cc(C2CCCCN2C(=O)c2ccc(NC(C)=O)cc2)on1 (stereo not given)
 : 5%	x	-1%
Nc1nc(-c2cccnc2)nn1C(=O)Cc1ccccc1
 : -5%	1%	u
CCN1C(=O)[C@@H]2[C@H](C1=O)[C@@H]1C(=O)Nc3ccccc3C(=O)N1[C@@H]2c1ccccc1
 : -25%	1%	-24%
Cn1c(CCNC(=O)c2ccc(Cl)c(Cl)c2)nnc1SCc1ccc(Cl)c(Cl)c1
 : u	0%	u
Cc1ccc(NS(=O)(=O)c2cccc([N+](=O)[O-])c2)nc1
 : -8%	9%	-29%
CCCCCCCCN1C(=O)[C@H](CC(=O)NCc2cccc(C(F)(F)F)c2)C[C@@]2(C(=O)OC)CC(C)(C)CC=C12
 : 12µM*	x	10µM*
COc1ccc(NC(=O)COc2ncnc3ccccc23)cc1S(=O)(=O)N1CCOCC1
 : 21%	6%	10%
Cn1cccc1C(=O)OCC(=O)N1CCN(c2ccccc2)CC1
 : -28%	1%	u
CCc1ccc(-c2nc(SCC(=O)NCC3CCCO3)c(-c3ccc(C)cc3)[nH]2)cc1 (stereo not given)
 : -16%	2%	u
CC(=O)Nc1ncnc2c1c(-c1ccc(Cl)cc1)nn2C(C)(C)C
 : u	-2%	u
CCN(CC)C(=O)C1=C(C)N(Cc2ccc(F)cc2)C(=O)C(CC(=O)NCCCN(C)C)C1 (stereo not given)
 : 0%	x	-2%
Cc1ccc(NC(=O)c2ccc(CNc3c(N4CCOCC4)c(=O)c3=O)cc2)cc1
 : 11%	4%	-3%
CCOC(=O)C1CCCN(C(=O)c2ccc(CNc3c(N4CCC(C)CC4)c(=O)c3=O)cc2)C1 (stereo not given)
 : -3%	8%	-1%
COc1cc(N)c2ncccc2c1Br
 : -2%	x	-4%
CN1CCN(c2nc(-c3ccccc3)ncc2S(C)(=O)=O)CC1
 : -6%	x	-6%
CCOC(=O)c1cc2c(=O)n3ccccc3nc2n(CCOC)c1=NC(=O)c1ccncc1
 : u	5%	u
COc1ccc(CCNC(=O)c2cc(-c3cccs3)on2)cc1OC
 : u	0%	-29%
CC(=O)N1CCN(CC(=O)Nc2cc(S(=O)(=O)N3CCCCC3)ccc2C)CC1
 : 2%	0%	0%
CC(=O)Nc1cccc(OCC(O)Cn2cnc3ccccc32)c1 (stereo not given)
 : -15%	1%	-4%
COc1ccc(/C=C2\C(=O)N(c3c(Cl)cc(Cl)cc3Cl)N=C2NC(=O)c2cccc([N+](=O)[O-])c2)cc1
 : 18µM*	9%	u
COc1ccc(CCN2C(=O)C(Oc3ccccc3C)C2c2ccc3c(c2)OCO3)cc1OC (stereo not given)
 : 13µM*	-4%	16µM*
CCc1nn(C(CC)C(=O)NCc2cccs2)c(=O)c2cc3occc3n12 (stereo not given)
 : 4%	0%	10%
Cc1cc(NC(=O)Nc2nnc(N3CCCCCC3)s2)ccc1Br
 : u	3%	u
Cc1cc(C)c(S(=O)(=O)N2CCOC2CNC(=O)C(=O)NCc2ccncc2)c(C)c1 (stereo not given)
 : -15%	6%	2%
CCc1ccc(NC(=O)c2noc3c2CCc2ccccc2-3)cc1
 : -29%	2%	u

Overlap with the part before: 7 compounds; new compounds follow.
Screens in order: TDP1 cell CPT	TDP1 block	TDP1 cell noCPT
CC(=O)Nc1cccc(OCC(O)Cn2cnc3ccccc32)c1 (stereo not given)
 : -15%	1%	-4%
COc1ccc(/C=C2\C(=O)N(c3c(Cl)cc(Cl)cc3Cl)N=C2NC(=O)c2cccc([N+](=O)[O-])c2)cc1
 : 18µM*	9%	u
COc1ccc(CCN2C(=O)C(Oc3ccccc3C)C2c2ccc3c(c2)OCO3)cc1OC (stereo not given)
 : 13µM*	-4%	16µM*
CCc1nn(C(CC)C(=O)NCc2cccs2)c(=O)c2cc3occc3n12 (stereo not given)
 : 4%	0%	10%
Cc1cc(NC(=O)Nc2nnc(N3CCCCCC3)s2)ccc1Br
 : u	3%	u
Cc1cc(C)c(S(=O)(=O)N2CCOC2CNC(=O)C(=O)NCc2ccncc2)c(C)c1 (stereo not given)
 : -15%	6%	2%
CCc1ccc(NC(=O)c2noc3c2CCc2ccccc2-3)cc1
 : -29%	2%	u
O=C(Cn1cnc2ccccc21)N/N=C/c1ccccc1[N+](=O)[O-]
 : 6%	3%	-2%
O=C(CNC(=O)c1ccccc1F)NC1CCN(Cc2ccccc2)CC1
 : 5%	0%	-20%
Cc1ccc(S(=O)(=O)N(C)C)cc1NS(=O)(=O)c1ccc(Cl)s1
 : 2%	5%	-16%
O=C(COC(=O)c1ccccc1F)Nc1cccnc1Cl
 : 11%	0%	-8%
CCn1c(C)nc2cc(S(=O)(=O)C(F)F)ccc21
 : -9%	0%	-1%
COc1cccc(NC(=O)C2(C)CCN2C(=O)CC2CC2)c1 (stereo not given)
 : -11%	x	1%
